Compound activity deposited in PubChem BioAssay by National Center for Advancing Translational Sciences (NCATS).
D2 ag: activates the human D2 dopamine receptor; P14416; HEK293 T-REx D2 cells, calcium flux agonist mode; activation, % at 2 µM; 0.53% of 340,000 active;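 active = activation over 3 SD above normal in the single-dose calcium agonist read, cut at about 30% in these data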; also: 0% is about no effect
Target sequence (P14416 whole entry, looked up): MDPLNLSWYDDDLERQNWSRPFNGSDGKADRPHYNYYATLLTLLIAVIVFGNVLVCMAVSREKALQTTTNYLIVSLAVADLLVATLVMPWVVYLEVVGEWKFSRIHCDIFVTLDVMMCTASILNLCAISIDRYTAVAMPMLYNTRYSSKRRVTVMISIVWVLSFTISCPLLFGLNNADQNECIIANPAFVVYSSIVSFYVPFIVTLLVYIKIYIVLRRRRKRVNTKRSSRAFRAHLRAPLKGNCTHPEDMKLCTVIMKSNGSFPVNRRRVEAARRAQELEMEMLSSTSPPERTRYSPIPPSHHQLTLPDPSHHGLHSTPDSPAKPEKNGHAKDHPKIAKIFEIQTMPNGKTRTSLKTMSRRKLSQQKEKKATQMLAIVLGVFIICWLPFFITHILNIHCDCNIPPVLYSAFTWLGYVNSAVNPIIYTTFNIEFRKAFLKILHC
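Agonism scored from kinetic calcium signal (1 read/sec, 180 s) following compound pin transfer, after a 10 s baseline. Cells: HEK293 Trex line expressing inducible D2 receptor coupled to calcium, dye-loaded after overnight culture at 30 C.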
TRHR ag: agonists of human TRH receptor | TRHR cells, calcium flux fluo-8, FDSS agonist mode | activation, % at 2 µM | 0.18% of 360,000 active | AID 493084; also: 0% is about no effect
Target sequence (P34981 whole entry, looked up): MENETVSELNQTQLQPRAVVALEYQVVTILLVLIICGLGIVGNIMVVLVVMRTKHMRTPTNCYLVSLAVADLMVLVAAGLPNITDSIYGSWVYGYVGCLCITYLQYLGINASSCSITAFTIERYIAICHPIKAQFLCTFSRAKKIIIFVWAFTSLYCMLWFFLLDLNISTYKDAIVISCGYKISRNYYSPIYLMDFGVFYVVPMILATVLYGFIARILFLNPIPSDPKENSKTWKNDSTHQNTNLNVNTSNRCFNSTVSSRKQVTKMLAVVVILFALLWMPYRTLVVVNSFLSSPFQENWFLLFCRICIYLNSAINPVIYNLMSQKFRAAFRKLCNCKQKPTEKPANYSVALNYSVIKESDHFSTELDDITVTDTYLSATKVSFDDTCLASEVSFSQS
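In this calcium-flux screen, cells bearing human TRHR are dye-loaded with fluo-8, baselined for 10 cycles, then exposed to library compounds; positive kinetic calcium responses during the agonist phase mark hits, with TRH as control.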
D2 potentiator: positive allosteric modulators of human D2 dopamine receptor. P14416. HEK293 T-REx D2, calcium flux, EC20 dopamine potentiation. potentiation, % at 10 µM. 0.34% of 340,000 active. AID 485347;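 active = potentiation over 3 SD above the plate norm, cut at about 30% in these data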; also: 0% is about no effect
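Potentiation of an EC20 dopamine calcium response is measured in a force-coupled, tetracycline-inducible Hek293 Trex D2 line. Compound-only kinetic reads over 180 s flag agonists before dopamine addition.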
D2 antag: antagonizes the human D2 dopamine receptor | 2% of 340,000 active | AID 485344 | inhibition, % at 10 µM | P14416 | HEK293 TREx D2 cells, calcium flux, dopamine EC80; in the data active = inhibition above about 30%; also: 0% is about no effect
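Measurement of antagonist activity uses fluorescent calcium dye in inducible HEK293 T-REx D2 cells: 10 s baseline, compound addition with 180 s read, EC80 dopamine addition with a further 180 s read.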
D1 potentiator: human D1 dopamine receptor positive modulation; HEK293 TREx D1 cells, calcium flux, dopamine EC20 potentiation; potentiation, % at 10 µM; 0.036% of 360,000 active; AID 504651; in the data active = potentiation above about 30%; also: 0% is about no effect
D1 ag: agonists of human D1 dopamine receptor | HEK293 T-REx D1 cells, calcium flux, agonist mode | 1% of 360,000 active | P21728 | activation, % at 2 µM; also: 0% is about no effect
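Tetracycline-induced HEK293 TREx D1 cells, force-coupled to calcium signalling, were dye-loaded with a no-wash calcium kit. Compound was pin-added after a 10 s baseline. Fluorescence was read kinetically at 1 cycle/s for 180 s, with calcium rises flagged as agonism.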
D1 antagonist: antagonists of human D1 dopamine receptor; AID 504652; activity change, negative = inhibition, % at 10 µM; HEK293 TREx D1 cells, calcium flux, dopamine EC80; active compounds read low; 3.2% of 360,000 active; in the data active = activity change below about -30%; also: % is scaled to controls: 0 for no effect and ±100 for the full control effect
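Using tetracycline-induced force-coupled D1 Hek293 cells and a calcium dye, signals were followed for 180 s after compound, then for 180 s after EC80 dopamine, to detect inhibitors.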
RXFP1 antag: RXFP1 (human) relaxin receptor antagonism | HEK293-RXFP1, relaxin-stimulated cAMP HTRF, 30 min; active compounds read low | 0.59% of 350,000 active | Q9HBX9 | activity change, negative = inhibition, % at 57.5 µM | AID 1259400;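 active = activity change of -60% or lower, but not beyond a set lower limit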; also: % is scaled to controls: 0 for no effect and ±100 for the full control effect
TRHR enhancer: allosterically enhances the human TRH receptor; 0.66% of 360,000 active; enhancement, % at 2 µM; TRHR cells, fluo-8 calcium fluorescence, EC20 TRH enhancement; in the data active = enhancement above about 30%; also: 0% is about no effect
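Enhancer read-out: after compound pinning and an initial kinetic agonist-mode read, an EC20 of TRH (10 nM final) was injected and fluo-8 calcium signal (Ex 480/Em 530) followed at 1 s/cycle for 100 cycles in TRHR-expressing cells.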
The depositor's hits bear a star; nt = not tested or not shown. Rule as the data show it, unless noted: active = activation above about 30%; inactive = the rest.

canonical_smiles	D2 ag	TRHR ag	D2 potentiator	D2 antag	D1 potentiator	D1 ag	D1 antagonist	RXFP1 antag	TRHR enhancer
O=C(NNC(=O)c1ccc(Cl)cc1Cl)c1ccncc1	-0.5	-1.0	3	-12	-2	4	-11	2	3
CS(=O)(=O)n1nc(OC(=O)c2cccs2)cc1N	nt	-0.3	nt	nt	2	8	-6	nt	19
Cc1ccc(S(=O)(=O)N(C)c2ccc(C(=O)NCc3cccnc3)cc2)cc1	0.2	-0.6	-13	-21	-1	0	-9	4	5
CC1CCN(Cc2c(C(=O)N/N=C/c3ccc(OC(C)C)cc3)nnn2-c2nonc2N)CC1	2.9	1.5	5	6	8	-1	74	-10	7
CCOCCc1nn2c(=O)cc(COC(=O)c3ccco3)nc2s1	0.3	0.9	10	nt	-3	2	-23	-7	2
CC1(c2ccc(NC(=O)c3ccccc3F)cc2)CC1(Cl)Cl (stereo unspecified)	0.4	0.1	7	12	-16	3	4	-27	10
CCN(CC)CCCC(C)NC1=NCCCCC1 (stereo unspecified)	0.2	0.1	6	12	-3	2	6	-8	-5
CSCCC(NC(=O)c1ccc([N+](=O)[O-])cc1Cl)C(=O)OCC(=O)NCCCc1ccccc1 (stereo unspecified)	-0.6	-0.9	-5	0	-13	1	-18	-11	-4
CCOC(=O)c1c(C)[nH]c(CCC(=O)NCc2cccc(OC)c2)c1C	-2.3	-0.6	-6	nt	-1	-1	1	2	-8
O=C1CCCC2=C1C(c1ccccc1)n1c(s/c(=C/c3cccc(F)c3)c1=O)=N2 (stereo unspecified)	-0.6	-0.1	7	-29	-2	1	nt	-15	3
CCc1nc(NC(=O)c2sc(C)nc2C)sc1C(=O)OC	0.5	0.0	11	0	-2	3	2	1	5
Cc1ccc2c(c1)NC(=O)C(CC(=O)NCCCN1CCc3ccccc3C1)O2 (stereo unspecified)	2.6	-0.2	-20	-15	nt	0	3	-2	9
O=C(NCc1ccccc1CN1CCCC1)c1cc2cc(Cl)ccc2o1	0.3	0.0	-19	40*	-12	5	2	-21	-2
O=c1[nH]nc(Cc2ccc3ccccc3n2)c2ccccc12	-0.6	-0.5	-1	9	0	7	-1	10	-5
COc1cccc(NC(=O)CN2C(=O)CSc3ccc(S(=O)(=O)N4CCCC4)cc32)c1	-1.6	0.3	-2	nt	-1	3	-8	-14	-7
Cc1ccc(C(=O)OCC(=O)N2CCNC2=O)c(C)c1	1.1	-0.6	2	-1	-4	0	17	12	8
COCCNC(=O)/C(C#N)=C/c1ccc(O)cc1	-1.3	-0.1	-2	3	-2	6	-8	-3	-3
Cc1cccc(Cn2c(=O)n3nc(-c4ccccc4)nc3c3ccccc32)c1	nt	0.5	-6	nt	1	2	11	nt	-1
Cc1ccccc1OCCN1CCCC1	3.0	0.4	-21	-16	-4	4	-2	-6	-2
O=c1oc2c(CN3CCOCC3)c(O)c(Cl)cc2c2c1CCCC2	0.5	0.1	0	3	4	0	-12	17	11
CC(C)C(=O)Nc1cccc(S(=O)(=O)c2cccc(NC(=O)C(C)C)c2)c1	0.6	0.7	7	4	-6	2	-9	-9	7
COc1cc(/C=N/NC(=O)c2cccnc2)ccc1OCC(=O)Nc1ccccc1Cl	-0.2	0.3	-1	-9	0	3	-2	4	3
Cc1cccc2sc(NC(=O)CN3C(=O)c4ccccc4C3=O)nc12	0.9	-1.0	1	-4	2	0	10	23	2
O=C(CCn1c(=O)c2cccn2c2cccnc21)Nc1ccccc1Br	0.8	-0.3	2	nt	-3	0	-3	1	15
CCN(CC)c1ccc(NC(=O)CN2CCN(c3ccccn3)CC2)cc1	26	0.0	-1	6	1	-1	-4	2	2

Retrieved one by one from the list above:
canonical_smiles	D2 ag	TRHR ag	D2 potentiator	D2 antag	D1 potentiator	D1 ag	D1 antagonist	RXFP1 antag	TRHR enhancer
Cc1ccccc1OCCN1CCCC1	3.0	0.4	-21	-16	-4	4	-2	-6	-2
O=C1CCCC2=C1C(c1ccccc1)n1c(s/c(=C/c3cccc(F)c3)c1=O)=N2 (stereo unspecified)	-0.6	-0.1	7	-29	-2	1	nt	-15	3
Cc1ccc(C(=O)OCC(=O)N2CCNC2=O)c(C)c1	1.1	-0.6	2	-1	-4	0	17	12	8
Cc1ccc(S(=O)(=O)N(C)c2ccc(C(=O)NCc3cccnc3)cc2)cc1	0.2	-0.6	-13	-21	-1	0	-9	4	5

More structures follow:
canonical_smiles	D2 ag	TRHR ag	D2 potentiator	D2 antag	D1 potentiator	D1 ag	D1 antagonist	RXFP1 antag	TRHR enhancer
CCOc1ccc(NC(=O)[C@@H](NC(=O)c2ccccc2)[C@@H](C)CC)cc1	-1.0	0.1	19	9	-7	1	-11	-11	-5
COc1ccc(/C=C/CN2CCCC(CO)(Cc3cccc(Cl)c3)C2)cc1 (stereo unspecified)	-0.6	1.7	-22	-10	2	8	-8	-69*	-15
COc1ccc2nc(N3C(=O)/C(=C/c4ccccc4)NC3=S)sc2c1	2.9	6.7	7	-12	-5	25	-24	-27	5
Cc1nc2c(ccc3nc(NC(=O)Cc4ccccc4)sc32)s1	-2.2	-0.2	12	17	-5	-1	25	nt	6
Cn1ccc2c(OCC(=O)NCc3ccc(F)cc3)cccc2c1=O	0.7	0.0	1	nt	1	1	nt	nt	-3
COc1ccccc1NC(=O)C1=C(C)Nc2nc(SCc3ccccc3)nn2C1c1ccccn1 (stereo unspecified)	0.1	0.1	17	nt	2	0	9	nt	5
COC(=O)c1cccc(C(=O)N2CCCC(C(=O)c3cc(F)ccc3F)C2)c1 (stereo unspecified)	-0.8	-1.0	1	11	-2	1	10	-20	-2
Cc1cccc(N2CCN(C(=O)C3CCC(CNS(=O)(=O)c4cccs4)CC3)CC2)c1C (stereo unspecified)	-0.4	-0.3	4	15	-1	-3	-4	-18	5
CCOC(=O)C(C)NC(=O)c1cn(-c2ccc(OC)cc2)c(=O)c2ccccc12 (stereo unspecified)	-0.6	-0.4	5	0	-7	1	-9	1	-4
COC(=O)c1cc(NS(=O)(=O)c2ccc(N3CCCCCC3)c([N+](=O)[O-])c2)cc(C(=O)OC)c1	0.6	0.0	5	-16	6	0	-17	-18	-3
S=c1[nH]nc(COc2ccccc2)n1/N=C/C(Cl)=C/c1ccccc1	-0.5	1.9	-5	-20	-2	-1	0	-29	-7
Cc1cccc(NC(=O)c2ccc3[nH]c(=O)c(=O)[nH]c3c2)n1	0.1	0.3	1	6	-4	3	-9	6	10
Cc1cc(NC(=O)c2cccnc2)cc(-c2nc3cc(Cl)ccc3o2)c1O	-0.3	-3.3	5	nt	-3	0	-9	nt	-3
CCOc1ccccc1NS(=O)(=O)c1c(C(=O)OC)sc2cccc(F)c12	1.7	0.1	2	nt	-4	1	7	-6	-2
CC(C)Cc1cc(C(=O)NCCc2ccccc2)no1	-0.5	-0.6	7	-47	3	0	25	7	-6
Cc1ccc(NS(=O)(=O)c2ccc(NC(=O)c3cccc(NC(=O)C(C)C)c3)cc2)cc1	-0.8	0.9	-7	3	-4	8	-14	-1	-5
Cc1cccc(NC(=O)CSc2ncc(-c3ccccc3)[nH]2)c1C	-0.3	0.5	-4	nt	-3	0	4	nt	-3
C/C(=N\O)C1CCCCC1	1.3	0.2	14	-24	1	1	5	nt	5
Cc1ccc2nc(-c3ccsc3)c(NC3CCCC3)n2c1	-0.5	-0.5	10	1	2	1	-3	-7	-3
Oc1c(CN2CCCC2)cc(COCc2ccccc2)c2cccnc12	nt	-0.9	nt	nt	4	3	9	nt	-5
Cc1nc(NC(=O)/C=C/c2ccc(F)cc2)sc1C(=O)N(C)C	0.0	-0.6	17	7	-4	3	-1	-13	-3
CCCCCCn1c(COc2ccccc2F)nnc1SCC(=O)N1c2ccccc2NC(=O)C1(C)C	-1.1	0.1	-1	18	1	3	-8	24	-18
CC(=O)Nc1ccc(NC(=O)Cn2cnc(S(=O)(=O)N3CCOCC3)c2)cc1	-0.3	1.1	11	5	0	5	-2	10	5
Cc1ccc(C(=O)NCC2CCCO2)cc1N1CCCC1=O (stereo unspecified)	-1.0	-0.2	10	6	-2	3	4	-1	-1
Cc1nn(C)c(Oc2cccc(Cl)c2)c1C#N	-0.6	-1.3	-5	-9	1	0	2	-7	1

RXFP1 antag: what is marked active above
structure | TRHR ag | D2 potentiator | D2 antag | D1 potentiator | D1 ag | D1 antagonist | RXFP1 antag | TRHR enhancer
COc1ccc(/C=C/CN2CCCC(CO)(Cc3cccc(Cl)c3)C2)cc1 (stereo unspecified) | 1.7 | -22 | -10 | 2 | 8 | -8 | -69* | -15

(more compounds)
canonical_smiles	D2 ag	TRHR ag	D2 potentiator	D2 antag	D1 potentiator	D1 ag	D1 antagonist	RXFP1 antag	TRHR enhancer
O=C(CN1CCN(c2ccccc2)CC1)Nc1ccc2c(c1)CCC2	4.7	0.1	-17	-9	-1	-2	0	-27	10
Cc1cccc2c1cnn2C(=O)CCC(=O)NC1CCCCC1	-0.4	-0.2	2	-4	3	1	11	2	0
CCCn1ccc2c(OCC(=O)NCc3ccc(C)cc3)cccc2c1=O	0.9	-0.2	1	nt	2	-1	nt	nt	20
CCn1c(SCC(=O)Nc2cc(OC)ccc2OC)nc2c(c1=O)SCC2	1.2	2.9	0	0	2	4	3	-6	1
O=S(=O)(NCC1CCCO1)c1ccc(-c2ccc(Cl)cc2)cc1 (stereo unspecified)	-0.3	-1.3	-6	-9	-9	18	-3	3	1
CCN1C(=O)C(C)S/C1=N\S(=O)(=O)c1ccc(Cl)s1 (stereo unspecified)	1.0	0.0	17	-5	-7	0	-15	0	1
COc1ccc(CCNC(=O)c2c(O)nc3ccccn3c2=O)cc1OC	0.0	0.1	0	nt	-3	1	-15	nt	-8
CCOC(=O)N1CCC(NC(=O)C2CCCN(Cc3nc(-c4cccc(Cl)c4)oc3C)C2)CC1 (stereo unspecified)	-1.0	0.1	-2	2	nt	17	-18	-4	-7
O=C(N/N=C/c1ccccn1)c1ccncc1	-0.1	0.0	5	-9	-1	0	-22	11	0
CCN(CC(=O)Nc1ccccc1OC)C(=O)COc1ccc2ccccc2c1	1.0	0.3	-3	-4	-4	1	-9	nt	3
OCC[C@@H]1C[C@H](O)[C@@H](O)[C@]2(OCc3ccccc32)O1	-0.1	0.5	3	-4	2	2	4	nt	4
CCN1C(=O)/C(=C\N2CCN(C(=O)c3ccco3)CC2)SC1=S	1.2	1.2	-1	-9	-1	4	6	-12	0
COc1ccc(/C=C2\CCc3ccccc3C2=O)cc1CN1CCOCC1	-0.6	0.4	9	-6	-5	-1	-20	-11	-2
CCNC(=S)N/N=C/c1cccc(C)c1	0.1	0.7	14	15	-4	0	-11	5	3
Cc1cc2c(cc1S(=O)(=O)Nc1cccc(Cl)c1C)OCCN2C	-1.2	-0.3	3	nt	3	0	0	11	0
COCCCn1c(=S)[nH]c2ncccc2c1=O	0.3	0.1	-1	2	-6	4	21	-8	-3
O=C(NNC(=O)c1ccc([N+](=O)[O-])cc1)NC1CCCCC1	-0.5	-0.3	-5	-7	-1	1	4	1	-6
O=C(CC1(O)C(=O)Nc2ccccc21)c1cccnc1 (stereo unspecified)	-0.3	0.1	3	16	-3	1	-7	21	4
